CASP6 VEID inh – caspase-6 (human) enzyme inhibition; P55212; inhibition, % at 12.5 µM; 350,000 tested, 0.53% active; purified caspase-6, Z-VEID-R110 cleavage fluorescence;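 active = mean inhibition across replicates at least about 35%, with every replicate also reaching that limit, limit read from the data; inconclusive = only one of the two criteria met; inactive = neither criterion met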;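 note: 0% = median of neutral control wells and 100% = no fluorescence left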
Target sequence (P55212 24-179 limits assumed): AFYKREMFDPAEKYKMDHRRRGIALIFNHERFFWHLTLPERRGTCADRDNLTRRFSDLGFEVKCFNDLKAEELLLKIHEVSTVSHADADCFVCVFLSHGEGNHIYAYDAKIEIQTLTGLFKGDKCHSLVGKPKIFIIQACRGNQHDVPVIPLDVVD
Target sequence (P55212 194-293 limits assumed): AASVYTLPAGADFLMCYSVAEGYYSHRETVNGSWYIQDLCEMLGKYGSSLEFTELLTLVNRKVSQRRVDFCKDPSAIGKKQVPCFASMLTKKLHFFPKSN
RAD54 branch – blocks human RAD54 Holliday junction branch migration; inhibition, % at 10.4 µM; AID 602329; Q92698; 360,000 tested, 0.14% active; FAM/BHQ fluorescence;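 active = mean normalized replicate activity at least 40 and at least half of replicates scoring 40 or more; inconclusive = only one of the two criteria met; inactive = mean below 40 and under half of replicates reaching 40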;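 note: 0% = median of neutral control wells and 100% = median of positive control wells; inhibitors cause a drop in the FAM fluorescence signal; in these data hits start at about 50%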
Target sequence (Q92698 whole entry, looked up): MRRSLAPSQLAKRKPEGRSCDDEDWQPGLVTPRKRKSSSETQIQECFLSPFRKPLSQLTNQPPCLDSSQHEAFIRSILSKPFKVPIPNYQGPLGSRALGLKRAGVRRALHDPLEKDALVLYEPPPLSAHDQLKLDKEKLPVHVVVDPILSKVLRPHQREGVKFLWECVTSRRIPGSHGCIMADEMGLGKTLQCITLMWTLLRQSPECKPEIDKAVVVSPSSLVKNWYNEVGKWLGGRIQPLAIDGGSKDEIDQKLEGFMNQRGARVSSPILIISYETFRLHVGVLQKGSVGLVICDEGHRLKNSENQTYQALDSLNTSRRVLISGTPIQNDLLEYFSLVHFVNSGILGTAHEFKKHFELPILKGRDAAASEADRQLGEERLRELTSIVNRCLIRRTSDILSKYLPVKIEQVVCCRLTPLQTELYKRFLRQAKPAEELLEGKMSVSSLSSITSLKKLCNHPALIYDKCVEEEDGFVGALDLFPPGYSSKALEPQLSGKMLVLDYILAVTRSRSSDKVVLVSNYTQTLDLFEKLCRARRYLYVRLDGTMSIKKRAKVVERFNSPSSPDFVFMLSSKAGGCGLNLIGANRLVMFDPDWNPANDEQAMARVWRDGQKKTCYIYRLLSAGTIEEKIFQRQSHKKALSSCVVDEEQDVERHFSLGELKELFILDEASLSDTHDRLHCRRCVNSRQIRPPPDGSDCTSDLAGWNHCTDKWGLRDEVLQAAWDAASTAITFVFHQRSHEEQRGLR
F508del corr – CFTR F508del correction in bronchial cells | 350,000 tested, 0.36% active | activity (quench increase), % at 7.58 µM | AID 720511 | CFBE cells, YFP halide quenching; stimulated with forskolin plus potentiator P3; % fluorescence drop versus neutral controls;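 active = mean added fluorescence quench of at least 8% versus neutral control, with both replicates also reaching 8%; inconclusive = only one of the mean or replicate conditions met; inactive = mean below 8% and not both replicates reaching 8%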;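 note: cells transiently co-express mutant CFTR-F508del with the halide-sensitive YFP; corrector assay measuring rescue of mutant channel to the surface after 24 h compound exposure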
E-selectin induc – induces E-selectin expression in human endothelial cells. AID 686992. HUVEC E-selectin immunofluorescence imaging; normalized: neutral wells 0, TNF-alpha wells 100. 260,000 tested, 0.37% active. P16581. activation, % at 7.58 µM;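 active = mean E-selectin-positive cell signal at least 10% of the positive control, reached in at least 60% of replicates, without over 20% cell loss; inconclusive = no rule given, readout overlaps actives, possibly toxicity-flagged; inactive = the rest, including those meeting only one limit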;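 note: in these data hits start at about 27%; measured in HUVEC primary endothelial cells; signal is the percent of cells scored E-selectin positive by PE staining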
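Read-out: % PE-positive cells | Test system: HUVEC | Doses: One compound dose added by pin transfer | Buffer or medium: EGM-2 over gelatin coat | Signal: Immunofluorescence imaging | Benchmarks: TNF-alpha, DMSO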
GSIS activator – primary screen for activators of insulin secretion dependent on glucose, INS-1E cells, GLuc reporter luminescence. 370,000 tested, 0.61% active. INS-1E GLuc reporter insulin secretion, 2-3 h. activation, % at 16.6 µM;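 active = lowest replicate activation of at least 40%, so every replicate reaches that level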;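 note: 0% = median of neutral control wells and 100% = median of IBMX positive control wells; some compounds called inactive have numbers as strong as hits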
RAD52 inh – RAD52 (human) annealing inhibition; P43351; recombinant RAD52 DNA annealing, FRET fluorescence; inhibition, % at 18.7 µM; 360,000 tested, 0.46% active; AID 651710;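 active = every replicate showing at least 50% inhibition; inconclusive = mean inhibition at least 50% but not in every replicate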
DENV2 CPE rescue – protects cells from dengue virus 2 cytopathic effect | DENV2-infected cells, cytopathic effect rescue, plate reader | CPE inhibition, % at 9.99 µM | 350,000 tested, 1.7% active; in the data active = CPE inhibition above about 20%, passing the limit was not always enough; inconclusive = no clear call, values can overlap the other calls; tested in BHK-21 cells;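 note: 0% = median of neutral control wells and 100% = median of positive control wells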
Xi reactivation – X-chromosome reactivation activator | XiGFP mouse fibroblasts, % GFP-positive cells imaging, 3 d; cells co-treated with 5-aza-dC sensitizer; scaled so ellipticine positive control = 100% | activation, % at 7.58 µM | 360,000 tested, 0.055% active;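 active = mean normalized replicate activation at least 10% and every replicate at or above 10%; inconclusive = only one of the two criteria met; inactive = mean below 10% and not all replicates reach 10%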;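 note: 0% = median of on-plate neutral control wells and 100% = ellipticine 6 µM median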
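Assay system – SV40-immortalized XiGFP fibroblast cells, line 68-5-11 · Buffer or medium – DMEM supplemented with 5-aza-dC as sensitizing agent · Dosing – one concentration, pinned · Benchmarks – positive control ellipticine, 6 µM final · Times – 3 days compound exposure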
Active calls of the source: *; u = inconclusive; x = no result given; & = joins results of further samples.

[1] COC(=O)C(c1ccccc1)C(CC(=O)c1ccccc1)c1ccccc1 (centres undefined)
[2] COc1ccc(-n2nnnc2CNC(=O)c2ccc3c(c2)OCO3)cc1
[3] C[C@@H]1CCCCO[C@H](CN(C)S(=O)(=O)c2ccc(F)cc2)[C@@H](C)CN([C@@H](C)CO)C(=O)c2cc(NC(=O)CCC(F)(F)F)ccc2O1
[4] CC(C)NC(=O)N(C)C[C@H]1Oc2ccc(NC(=O)Cc3cn(C)c4ccccc34)cc2C(=O)N([C@@H](C)CO)C[C@H]1C
[5] O=[N+]([O-])c1nn(-c2ccc(Cl)cc2)n(O)c1=NCc1cccnc1
assay / entry,1,2,3,4,5
CASP6 VEID inh,x,-3,-1,1,0
RAD54 branch,-8,6,-1,5,17
F508del corr,1.5,-0.8,1.1,1.5,-2.0
E-selectin induc,-0.1,3.9,x,6.5,-0.3
GSIS activator,x,1,-3,-14,-16
RAD52 inh,-7,-6,4,16,-13
DENV2 CPE rescue,3,-12,0,-2,-1
Xi reactivation,0.0,0.0,0.0,0.0,0.1

Complete entries as entered above. Order of screens: CASP6 VEID inh, RAD54 branch, F508del corr, E-selectin induc, GSIS activator, RAD52 inh, DENV2 CPE rescue, Xi reactivation
Listed for COC(=O)C(c1ccccc1)C(CC(=O)c1ccccc1)c1ccccc1 (centres undefined) = x, -8, 1.5, -0.1, x, -7, 3, 0.0
Listed for CC(C)NC(=O)N(C)C[C@H]1Oc2ccc(NC(=O)Cc3cn(C)c4ccccc34)cc2C(=O)N([C@@H](C)CO)C[C@H]1C = 1, 5, 1.5, 6.5, -14, 16, -2, 0.0
Listed for O=[N+]([O-])c1nn(-c2ccc(Cl)cc2)n(O)c1=NCc1cccnc1 = 0, 17, -2.0, -0.3, -16, -13, -1, 0.1
Listed for COc1ccc(-n2nnnc2CNC(=O)c2ccc3c(c2)OCO3)cc1 = -3, 6, -0.8, 3.9, 1, -6, -12, 0.0

Later entries.
[6] Oc1ccc(Br)cc1Cn1nnc2ccccc21
[7] COc1ccc(NS(=O)(=O)c2cccc(C(=O)N3CCN(S(=O)(=O)c4ccccc4)CC3)c2)cc1
[8] Clc1ccc(-c2cnc3cccnn23)cc1
[9] Cc1ccc(OCC(=O)Nc2ccc(S(=O)(=O)NC3=NCCCCC3)cc2)cc1
[10] Cc1ccc(-c2nc3c4ccccc4ccn3c2Cc2cccc(Cl)c2)cc1
assay / entry,6,7,8,9,10
CASP6 VEID inh,3,-111,-1,4,-1
RAD54 branch,7,3,7,0,x
F508del corr,-1.1,3.3,-4.1,2.9,2.4
E-selectin induc,0.2,-1.5,0.5,x,0.0
GSIS activator,-5,-9,36,7,0
RAD52 inh,-8,10,-20,-6,-69
DENV2 CPE rescue,-2,2,12,-8,-8
Xi reactivation,0.3,1.2,0.4,0.1,-0.1

[11] CC(=O)Nc1cccc(-c2ccnc3c2CC(C)(C(=O)Nc2cccc(Oc4ccccc4)c2)O3)c1 (centres undefined)
[12] CC(=O)N1c2ccc(S(=O)(=O)NCCC(=O)Nc3ccc(C)c(Cl)c3)cc2CC1C (centres undefined)
[13] CSCCC(NS(=O)(=O)c1ccccc1F)C(=O)NCc1ccncc1 (centres undefined)
[14] O=C1CC(/C=C/c2ccc(Cl)cc2)=Nc2ccccc2N1
[15] Cc1ccc(-n2nc3c(c2NC(=O)c2ccccc2Br)CS(=O)C3)cc1 (centres undefined)
assay / entry,11,12,13,14,15
CASP6 VEID inh,0,1,0,2,3
RAD54 branch,9,16,x,-2,1
F508del corr,-0.4,0.3,1.2,1.5,0.0
E-selectin induc,0.3,x,0.1,7.7,0.6
GSIS activator,-1,-41,5,5,x
RAD52 inh,-7,-5,-6,-77,-3
DENV2 CPE rescue,7,-2,-6,-5,-4
Xi reactivation,0.0,0.0,0.1,0.2,-0.1

[16] Cc1ccc(NC(=O)COC(=O)C2CSC3(C)CCC(=O)N23)c(C)c1 (centres undefined)
[17] C[C@@H]1CN([C@H](C)CO)C(=O)c2cc(-c3cccc(F)c3)cnc2O[C@@H]1CN(C)C(=O)c1ccccn1
[18] CCCCc1nc2cc(C(=O)NCc3ccccn3)ccc2o1
[19] CN(CC(=O)Nc1ccc(Cl)c(C(F)(F)F)c1)C(=O)CCN1C(=O)C2CCCCC2C1=O (centres undefined)
[20] O=C(N[C@H]1CC[C@H](CCNS(=O)(=O)c2ccc(F)cc2)O[C@@H]1CO)C1CCOCC1
assay / entry,16,17,18,19,20
CASP6 VEID inh,3,-4,2,3,-7
RAD54 branch,-9,5,1,-4,0
F508del corr,2.3,-0.2,-1.7,10*,-0.4
E-selectin induc,x,0.5,0.0,x,-1.6
GSIS activator,-5,21,9,-40,6
RAD52 inh,-6,-10,-13,-17,-3
DENV2 CPE rescue,-3,-8,-3,12,5
Xi reactivation,0.0,-0.7,0.1,0.1,0.0

[21] C[C@H](CO)N1C[C@H](C)[C@@H](CN(C)C(=O)CC2CC2)Oc2ncc(-c3ccc(C#N)cc3)cc2C1=O
[22] C[C@H]1CN([C@@H](C)CO)C(=O)c2cc(C#CCC3CCCC3)cnc2O[C@@H]1CN(C)CC1CCOCC1
[23] C#Cc1ccc([C@H]2C=C(C(=O)N3CCN(Cc4ccc5c(c4)OCO5)CC3)O[C@@H](OCc3ccc(CO)cc3)C2)cc1
[24] Cc1ccc(Cl)cc1NC(=S)N(CCN(C)C)C(C)c1ccccn1 (centres undefined)
[25] CCCNC(=O)c1nn2c(C(F)(F)F)cc(-c3ccccc3)nc2c1Cl
assay / entry,21,22,23,24,25
CASP6 VEID inh,-1,1,0&-1,-4,2
RAD54 branch,4,-7,0&10,-2,-4
F508del corr,-0.2,0.7,5.6&-0.8,-1.1,-1.1
E-selectin induc,0.1,-0.2,-0.2,-2.5,0.0
GSIS activator,16,16,-10,-11,x
RAD52 inh,-13,0,14&-135,-29,10
DENV2 CPE rescue,-7,-10,-9&11,17,-3
Xi reactivation,0.4,-0.6,-0.2,0.1,0.0

[26] CN1[C@H](C(=O)NCc2ccccn2)[C@@H](CO)[C@@H]2Cn3c(ccc(-c4ccc(F)cc4)c3=O)[C@@H]21
[27] C[C@H](O)C#Cc1ccc2c(c1)O[C@H](CN(C)C)[C@H](C)CN([C@H](C)CO)S2(=O)=O
[28] O=S1(=O)CC(N2CCN(CCO)CC2)CN1Cc1cn(Cc2ccc(C(F)(F)F)cc2)nn1 (centres undefined)
[29] Cc1cccc2sc(NC(=O)C3CCCO3)nc12 (centres undefined)
[30] C/C=C/c1ccc([C@@H]2[C@H](CO)N(C(C)=O)C23CN(C(=O)c2ccccc2)C3)cc1
assay / entry,26,27,28,29,30
CASP6 VEID inh,0,-3,-8,2,-1
RAD54 branch,1,-11,x,4,x
F508del corr,-3.2,-0.8,1.0,x,-0.3
E-selectin induc,0.0,1.6,1.0,x,0.0
GSIS activator,5,42,6,22,-3
RAD52 inh,-15,-17,-9,1,-14
DENV2 CPE rescue,2,5,-6,x,10
Xi reactivation,0.2,0.2,0.0,x,0.1

[31] Cn1nc(C(F)(F)F)c2cc(C(=O)Nc3ccc(F)c(Cl)c3)sc21
[32] COc1ccc2[nH]c3c(C)c4cc[n+](C)cc4c(C)c3c2c1
[33] CCC1C(=O)C(CC)C(c2ccccc2)NC1c1ccccc1 (centres undefined)
[34] C/C(=N/NC(=O)C1CC1(c1ccccc1)c1ccccc1)c1cccs1 (centres undefined)
[35] CCOC(=S)SCC(=O)N1CCc2ccccc2C1C1C(=O)CCCC1=O (centres undefined)
assay / entry,31,32,33,34,35
CASP6 VEID inh,2,-179,x,0,-3
RAD54 branch,x,x,-13,x,x
F508del corr,-1.7,13*,-1.1,1.4,x
E-selectin induc,-0.4,0.2,-0.1,1.9,x
GSIS activator,15,-7,11,0,0
RAD52 inh,-12,94*,-3,-10,-14
DENV2 CPE rescue,13,0,-3,-3,8
Xi reactivation,0.0,0.4,0.0,0.0,0.1

[36] CN1OC[C@@H]2CN(C(=O)c3cccnc3)[C@H](c3ccc(N4CCCCC4)cc3)C[C@@H]21
[37] CC(C)C[C@H](NC(=O)c1nc[nH]c1C(=O)NC1CCN(C(=O)OC(C)(C)C)CC1)C(=O)OCc1ccccc1
[38] CCc1noc(C)c1C(=O)N(C)CC(=O)Nc1ccc(Cl)c(Cl)c1
[39] COc1cc(C(=O)NCc2ccccc2Cl)ccc1OCC(=O)N1CCOCC1
[40] CC(=O)N(C)C[C@H]1Oc2cc(C#C[C@H](C)O)ccc2S(=O)(=O)N([C@@H](C)CO)C[C@H]1C
assay / entry,36,37,38,39,40
CASP6 VEID inh,0,2,0,2,1
RAD54 branch,5,-2,x,0,-6
F508del corr,4.2,-0.1,-5.1,0.0,-0.1
E-selectin induc,0.4,x,-2.2,-0.3,-0.2
GSIS activator,9,1,-22,12,28
RAD52 inh,-36,-18,-2,3,0
DENV2 CPE rescue,43*,6,-6,1,-9
Xi reactivation,x,0.0,0.0,-0.1,-0.1

[41] CN(CCOc1ccccc1)C(=O)C1CCC(=O)N(CCCN2CCOCC2)C1 (centres undefined)
[42] O=C(CC1CC1)Nc1ccc2c(c1)[C@H]1C[C@@H](CC(=O)NC3CCCC3)O[C@H](CO)[C@H]1O2
[43] CC(=O)Nc1ccc(SCC(=O)NCC2(N3CCCCC3)CCCCC2)cc1
[44] Cc1ccccc1-c1cnc2c(c1)C(=O)N([C@@H](C)CO)C[C@@H](C)[C@@H](CN(C)CC1CCOCC1)O2
[45] Cc1ccc(S(=O)(=O)N(C)c2ccc(OC(=O)c3ccc(=O)[nH]c3)cc2)cc1
assay / entry,41,42,43,44,45
CASP6 VEID inh,-3,-1,-3,2,0
RAD54 branch,1,-8,x,-4,x
F508del corr,0.9,-0.3,-3.7,-1.2,1.3
E-selectin induc,-0.1,-0.6,1.0,x,x
GSIS activator,17,0,x,22,6
RAD52 inh,-12,0,-34,-2,-41
DENV2 CPE rescue,4,-5,-9,u,x
Xi reactivation,-0.1,0.2,0.3,0.6,0.0

[46] COc1ccc(-c2ccc(S(=O)(=O)n3nc(OC(=O)c4cccs4)cc3N)cc2)cc1
[47] COc1ccc(S(=O)(=O)Nc2ccc3c(c2)CC(=O)N([C@H](C)CO)C[C@@H](C)[C@H](CN(C)Cc2ccc4c(c2)OCO4)O3)cc1
[48] OC[C@@H]1[C@H](c2ccccc2)C2(CN(CCC(F)(F)F)C2)N1Cc1nccs1
[49] C[C@H](CO)N1C[C@H](C)[C@H](CN(C)Cc2ccncc2)Oc2cc(-c3cncnc3)ccc2S1(=O)=O
[50] O=C(CCCc1ccccc1)Nc1ccc(S(=O)(=O)N2CCOCC2)cc1
[51] Cc1nonc1NC(=O)CSc1nnc(N)s1
[52] COC(=O)[C@]12C[C@H](CC(=O)N3CCCCC3)C(=O)N(CCC3=CCCCC3)C1=C[C@H](C(C)(C)C)O[C@@H]2C
assay / entry,46,47,48,49,50,51,52
CASP6 VEID inh,-1,0,-5,-1,-4,1,2
RAD54 branch,-2,4,x,-1,0,-1,x
F508del corr,-0.8,1.1,1.6,0.2,2.1,-2.1,-1.0
E-selectin induc,x,0.0,0.1,-0.1,-0.6,x,-0.1
GSIS activator,-3,-13,4,22,-36,1,20
RAD52 inh,-4,13,-10,10,-9,-2,-3
DENV2 CPE rescue,3,-5,1,-7,-5,-6,-2
Xi reactivation,0.0,0.4,0.0,-1.1,-0.2,0.0,0.0
